MsrA inhibitor: bovine MsrA inhibition; purified bovine MsrA, absorbance read-out; inhibition, % at 15.5 µM; 360,000 compounds, 0.75% hits; in the data active = inhibition above about 4.5%;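 note: 0% = vehicle wells with enzyme and 100% = reference inhibitor wells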
eLon inh: inhibits E. coli Lon protease; P0A9M0; purified E. coli Lon protease, fluorescence polarization; inhibition, % at 7.94 µM; 360,000 compounds, 0.42% hits; AID 602123; in the data active = inhibition above about 13%, passing the limit was not always enough;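 note: 0% = enzyme with probe and DMSO and 100% = no enzyme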
FAS-TE inh: FAS thioesterase (human) inhibition; 360,000 compounds, 0.67% hits; recombinant FAS-TE, OMFH fluorogenic substrate, fluorescence endpoint; inhibition, % at 15 µM; AID 602261;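 active = compounds whose normalised, plate-corrected inhibition of enzyme fluorescence in the single-dose primary screen is 50% or more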;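 note: 0% = DMSO with enzyme and 100% = substrate without enzyme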
Rin1-Abl PPI inh: inhibitors of human Rin1-Abl protein interaction. P00519+Q13671. TR-FRET Rin1/Abl binding, biochemical. inhibition, % at 7.35 µM. 360,000 compounds, 0.4% hits. AID 588664; in the data active = inhibition above about 5%, passing the limit was not always enough
Target sequence (P00519 whole entry, looked up): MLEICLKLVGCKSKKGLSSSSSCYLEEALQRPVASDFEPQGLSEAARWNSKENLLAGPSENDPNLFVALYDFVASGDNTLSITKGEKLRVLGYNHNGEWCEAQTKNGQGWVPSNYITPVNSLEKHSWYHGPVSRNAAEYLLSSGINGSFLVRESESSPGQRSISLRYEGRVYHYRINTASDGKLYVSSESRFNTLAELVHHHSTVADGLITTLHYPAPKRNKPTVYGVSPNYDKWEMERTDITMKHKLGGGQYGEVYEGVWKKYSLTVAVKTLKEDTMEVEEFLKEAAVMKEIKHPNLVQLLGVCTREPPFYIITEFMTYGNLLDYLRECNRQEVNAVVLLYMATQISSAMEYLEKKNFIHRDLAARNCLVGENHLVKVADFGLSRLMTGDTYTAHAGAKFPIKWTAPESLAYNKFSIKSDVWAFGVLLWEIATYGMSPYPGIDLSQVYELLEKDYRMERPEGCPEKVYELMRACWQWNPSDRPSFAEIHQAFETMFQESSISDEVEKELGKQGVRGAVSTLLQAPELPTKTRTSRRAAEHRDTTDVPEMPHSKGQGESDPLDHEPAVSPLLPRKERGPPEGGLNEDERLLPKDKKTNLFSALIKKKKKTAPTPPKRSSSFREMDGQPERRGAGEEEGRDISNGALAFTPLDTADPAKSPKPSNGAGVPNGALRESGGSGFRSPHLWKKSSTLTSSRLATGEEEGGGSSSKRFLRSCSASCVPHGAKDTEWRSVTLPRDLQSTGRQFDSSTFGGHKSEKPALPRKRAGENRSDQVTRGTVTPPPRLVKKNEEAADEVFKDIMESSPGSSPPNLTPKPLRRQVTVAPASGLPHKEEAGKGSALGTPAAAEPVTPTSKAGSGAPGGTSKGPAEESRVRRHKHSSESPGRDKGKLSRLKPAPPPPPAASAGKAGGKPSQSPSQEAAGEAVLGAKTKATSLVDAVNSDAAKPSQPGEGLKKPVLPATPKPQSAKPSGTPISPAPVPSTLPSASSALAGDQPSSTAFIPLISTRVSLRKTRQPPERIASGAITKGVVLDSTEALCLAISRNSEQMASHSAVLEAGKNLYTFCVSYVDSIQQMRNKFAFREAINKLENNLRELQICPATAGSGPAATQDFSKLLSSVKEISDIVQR
Target sequence (Q13671 whole entry, looked up): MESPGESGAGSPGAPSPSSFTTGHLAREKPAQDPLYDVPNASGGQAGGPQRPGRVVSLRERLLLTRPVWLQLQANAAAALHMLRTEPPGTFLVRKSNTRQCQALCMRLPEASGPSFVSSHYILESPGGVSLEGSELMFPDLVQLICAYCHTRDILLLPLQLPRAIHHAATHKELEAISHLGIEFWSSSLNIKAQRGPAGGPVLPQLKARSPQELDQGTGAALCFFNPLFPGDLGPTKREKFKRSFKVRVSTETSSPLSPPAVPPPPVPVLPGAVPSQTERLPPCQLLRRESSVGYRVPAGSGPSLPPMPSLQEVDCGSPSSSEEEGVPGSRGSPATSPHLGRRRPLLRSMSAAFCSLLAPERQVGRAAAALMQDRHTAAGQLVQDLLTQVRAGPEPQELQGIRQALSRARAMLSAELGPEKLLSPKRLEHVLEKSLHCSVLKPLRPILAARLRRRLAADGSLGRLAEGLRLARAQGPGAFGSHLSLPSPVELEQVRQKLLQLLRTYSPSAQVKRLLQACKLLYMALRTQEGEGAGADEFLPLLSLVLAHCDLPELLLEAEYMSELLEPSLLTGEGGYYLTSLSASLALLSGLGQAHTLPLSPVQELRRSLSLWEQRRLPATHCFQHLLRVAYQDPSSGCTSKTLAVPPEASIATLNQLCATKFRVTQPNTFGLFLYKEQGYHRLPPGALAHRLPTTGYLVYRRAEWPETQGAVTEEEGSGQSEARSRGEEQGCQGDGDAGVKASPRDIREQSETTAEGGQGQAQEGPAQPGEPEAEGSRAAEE
MT1-MMP act inh: blocks activation of human MT1-MMP. GFP/RFP ratio change, % at 20 µM. P50281. AID 651647. 360,000 compounds, 0.061% hits. HT1080 RFP-PRO-GFP cells, GFP/RFP ratio fluorescence, overnight; percent of plate control window, DMSO zero;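 active = GFP/RFP ratio change of at least 30% with cell ATP level not reduced by more than half and red fluorescence within 50% of control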; note: strong numbers were not always called active
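Material – HT1080 RFP-PRO-GFP cells · Control set – DMSO wells and RFP-L50D-GFP cells · Incubation – overnight cell settling, then overnight compound exposure, 37 °C, 5% CO2 · Compound dosing – single-point 20 µM compound, 1% DMSO · Read-out – GFP/RFP fluorescence ratio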
MsrA act: bovine methionine sulfoxide reductase A activation. purified bovine MsrA, absorbance read-out. activation, % at 10.6 µM. 360,000 compounds, 0.3% hits; in the data active = activation above about 7.5%;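 note: 0% = vehicle and 100% = reference activator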
NRP1-CendR mod: alters CendR peptide binding to human NRP-1; O14786; FAM-RPARPAR peptide binding to NRP-1, fluorescence polarization; inhibition, % at 25 µM; 360,000 compounds, 0.85% hits; AID 602438;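 active = inhibition or corrected inhibition above about 18%, plus a signal ratio from 0.5 to 1.5, limit read from the data, passing the limit was not always enough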; note: strong numbers were not always called active
SKN-1 inh: inhibitors of C. elegans SKN-1; inhibition, % at 21.8 µM; C. elegans VP596 Pgst-4::GFP/RFP ratio, acrylamide-induced, 24 h; 360,000 compounds, 0.49% hits; AID 624304;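 active = interference check ratio from 0.5 to 1.5 plus GFP to RFP signal ratio inhibition reaching or exceeding a fixed threshold, cut at about 30% in these data, passing the limit was not always enough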; note: some compounds called inactive have numbers as strong as hits
Neddylation inh: inhibitors of human cullin neddylation. P61081+Q13564. TR-FRET cullin neddylation, biochemical. calls only at 25 µM. 360,000 compounds, 0.58% hits; in the data active = inhibition above about 36%
An asterisk follows results filed as active; i = inactive; · = no result given.

SMILES	MsrA inhibitor	eLon inh	FAS-TE inh	Rin1-Abl PPI inh	MT1-MMP act inh	MsrA act	NRP1-CendR mod	SKN-1 inh	Neddylation inh
CCCCN1C(=N)N([C@@H](CN2CCC[C@H]2CN2C(N)=NC[C@@H]2Cc2ccccc2)C(C)C)C[C@H]1Cc1ccccc1	-1.2	-7	-23	2	2	-2	8	12	i
CN1CCN(c2nc(-c3cccs3)cs2)CC1	-0.2	-2	-2	-6	-3	-4	-5	-7	i
CN(C(=O)c1cncc(Br)c1)C1C2CC3CC(C2)CC1C3 (centres undefined)	-0.7	3	0	1	2	-6	1	1	i
O=C(N/N=C/C(Br)=C\c1ccccc1)c1ccco1	3.0	5	-5	0	2	-4	-13	5	i
COc1ccc(CNC(=O)COC(=O)c2cc(C)nc3ccccc23)cc1	-0.2	-10	-2	-3	11	-2	13	7	i
CC(C)C1C(=O)CC(c2ccccc2)NC1c1ccccc1 (centres undefined)	-0.5	-4	20	1	-5	-1	13	-12	i
CC1CCCCCCC1OC(=O)c1ccccc1C(=O)O (centres undefined)	-1.5	-18	-5	-3	-4	2	8	-5	i
CC(C)C(NC(=O)c1ccccc1NC(=O)C(C)(C)C)C(=O)N1CCOCC1 (centres undefined)	1.0	7	-12	1	4	-1	8	1	i
COc1ccc(S(=O)(=O)N2CCOC2CNC(=O)C(=O)NCCCN(C)C)cc1C (centres undefined)	-0.3	3	-6	0	-4	1	17	-20	i
COc1ccc(Nc2nnc(-c3ccc(O)cc3)c3ccccc23)cc1C(N)=O	0.8	-5	-3	-2	-1	-7	5	11	i
O=C(Cn1c(=O)n(CCC(=O)N2CCc3ccccc3C2)c(=O)c2ccccc21)NCC1CCCO1 (centres undefined)	-0.4	3	-6	-1	2	-4	-8	16	i
O=C(NC1CCCCC1)C1c2ccccc2C(=O)N1Cc1ccco1 (centres undefined)	·	11	-12	-2	-1	-1	-10	9	i
COC(=O)c1ccc(NC(=O)CSc2nnc(C3CC3)n2C)cc1	-0.4	-11	-2	2	-1	-3	2	-1	i
O=C(c1cccc(OC(F)F)c1)N1CCN(c2ncccn2)CC1	0.2	-8	-8	3	6	3	1	7	i
O=C(Nc1ccc(N2CCOCC2)cc1)NC1CCCCC1	-0.4	3	-6	1	1	-6	-2	2	i
Oc1ccc(Cl)cc1CNc1ccccn1	0.1	0	3	2	1	4	0	2	i
Cc1ccc(NC(=O)Cn2cc(S(=O)(=O)c3ccc(C)cc3)c(=O)c3cc(F)ccc32)cc1	-0.2	2	0	-2	5	0	-2	-1	i
C/C(=N/NC(=O)CNC(=O)Cc1ccccc1)c1ccc(Cl)cc1	0.1	-2	-6	1	2	2	-7	-1	i
COc1ccc(C(=O)NNC(=S)NC(=O)c2ccc(Br)o2)cc1OC	1.0	6	-6	-3	5	-3	10	-13	i
CSc1ccccc1C(=O)NC1CCCCCC1	0.7	7	-7	-4	-2	0	-7	-20	i
O=C(NN=c1c(=O)c2ccccc2c1=O)c1ccccc1	-1.1	-2	4	23*	5	3	10	11	i
COc1cc(NC(=S)N2CCN(c3ccccn3)CC2)cc(OC)c1	0.5	8	-8	0	0	-10	-20	7	i
O=C(CNC(=O)Cc1ccccc1)N=Nc1c(O)[nH]c2ccccc12	0.9	-1	-6	-1	1	-2	12	5	i
O=C(Nc1ccc(Cl)c(Cl)c1)C1=Cc2ccccc2OC1	0.4	0	26	4	-9	-3	-4	24	i
COc1ccc2oc(C(=O)Nc3ccccn3)c(C)c2c1	-0.4	-5	4	2	-6	-3	-10	14	i
CN1[C@@H]2CC[C@H]1CC(OC(=O)c1c[nH]c3ccccc13)C2 (some centres undefined)	2.1	-2	-7	0	-4	-5	-2	-6	i
Cc1c(/C=N/NC(=O)c2cc(Br)ccc2O)c(=O)n(C)c(=O)n1C	1.6	-4	-7	-1	3	-1	-4	13	i
CC(C)(C)c1ccc2cccc(F)c2n1	0.0	-6	-17	2	3	-2	10	12	i
CCCSc1nc(-n2ncc(C#N)c2N)c2c3c(sc2n1)CCC(C)C3 (centres undefined)	0.9	-5	18	-1	-7	-2	-5	3	i
Cc1cc(C(=O)N/N=C2\CC(=O)CC(C)(C)C2)c(C)n1-c1ccccc1	-0.8	14	-1	-1	3	-11	6	-4	i
Cc1cc(N/N=C\c2ccccc2)nc(-c2ccccc2O)n1	0.6	4	38	4	-14	-11	7	5	·
Cc1cc(C(=O)Nc2ccc(Br)cc2F)n(-c2ccccc2)n1	-1.7	-2	8	-2	-2	-1	3	1	i
COc1ccc(C(=O)N/N=C\c2ccc(OC)c(COc3ccccc3Br)c2)c(OC)c1	2.7	-12	18	1	1	-4	-6	12	i
Cc1nc2sc(C(c3ccc(F)cc3)N3CCOCC3)c(O)n2n1 (centres undefined)	1.2	7	-5	0	-9	-3	7	-3	i
Cc1ccc(C)c(C(=O)N(Cc2nc(-c3ccc(Cl)cc3)no2)C(C)C)c1	-1.2	-5	28	-2	1	0	-3	22	i
CC1c2cc3c(cc2CCN1C(=O)c1cccc(F)c1)OCCCO3 (centres undefined)	1.3	-4	-1	-2	1	-2	0	13	i
O=S(=O)(N[C@@H]1CC[C@H](CCNS(=O)(=O)c2ccccc2Cl)O[C@@H]1CO)c1ccccc1	0.6	·	·	·	-2	·	-5	-8	i
Cc1cc(OC(=O)c2ccc(Cl)cc2Cl)nc(C)n1	0.1	8	-5	1	3	-1	-2	21	i
CC(=O)Nc1ccc(NC(=O)CSc2nnc(-c3cc4ccccc4o3)n2C)cc1	-0.4	1	-3	3	1	-6	-3	-9	i
COc1ccc2[nH]c(C)c(C(=O)CN3CCOCC3)c2c1	1.1	-6	-10	-1	2	-10	0	-10	i
O=S(=O)(c1ccc(Cl)cc1)N1CCN=C1SCc1cccc(Cl)c1	0.6	-1	51*	1	-2	-4	8	15	i
CCCNC(=O)c1cc2c(c(-c3cccc(-c4ccc(C#N)cc4)c3)n1)[C@@H](CCO)N(C(=O)CC)C2	-0.5	3	-110	·	3	-6	9	3	i
CC(Sc1nnnn1-c1ccccc1)C(=O)Nc1ccc(Cl)cn1 (centres undefined)	0.0	-5	11	4	0	-4	-8	8	i
C#CCN(C[C@H]1[C@H](OC(=O)NCc2ccc(OC)c(OC)c2)[C@H](OC(=O)NCc2ccc(OC)c(OC)c2)C[C@H]2C(=O)N(c3ccccc3)C(=O)[C@@H]12)S(=O)(=O)c1ccc(C)cc1	0.2	0	71*	-4	-1	-4	0	9	i
COCc1cc(N2CCN(c3ccccc3F)CC2)nc(-c2ccccc2)n1	1.8	-3	24	1	-4	0	1	4	i
Cc1ccc(-n2c(SCC(=O)Nc3cccc(S(=O)(=O)NC4=NCCCCC4)c3)nc3ccccc3c2=O)cc1C	0.7	5	8	0	0	-2	5	6	i
O=C(N1CCN(Cc2ccccc2)CC1)C12CC3CC(CC(C3)C1)C2	1.8	2	-7	-2	-1	-6	6	-19	i
Cc1ccc(S(=O)(=O)N2CCN(c3ccc(C(=O)N4CCOCC4)cc3[N+](=O)[O-])CC2)cc1	1.0	-8	-58	-3	5	-2	5	4	i
Fc1ccc(Oc2cnns2)cc1	1.7	-4	-7	-1	4	-2	-5	-4	i
Cc1cc(C)nc(SCC(=O)N/N=C/c2cccnc2)n1	-0.6	5	-8	-3	-3	-4	0	6	i
CCN(CC)c1ccc(/C=N/Nc2ccc(C)cc2)c(O)c1	4.5	-16	-5	0	0	-4	-40	6	i
Cc1cccc(C(O)c2ncc(-c3ccc(F)cc3)[nH]2)c1C (centres undefined)	-0.6	-10	3	-2	1	-3	0	-2	i
CCOC(=O)c1c(O)c(Cl)c(C)[nH]c1=O	1.6	3	0	3	-2	-2	-20	5	i
Cc1ccc(F)cc1C(=O)N1CCCC(C)(C(=O)NS(=O)(=O)C2CC2)C1 (centres undefined)	-0.8	-4	-3	-2	2	-3	4	-3	i
CC(=O)Nc1ccc(-c2csc(-c3cccnc3)n2)cc1	1.1	-9	-1	-3	4	-6	-1	-14	i
COc1ccc2nc(SCC(=O)NCc3ccc(OC)c(OC)c3)[nH]c2c1	1.1	-1	2	2	3	-3	0	12	i
NC(CSC1(c2ccccc2)c2ccccc2-c2ccccc21)C(=O)O (centres undefined)	-0.3	-13	7	5	2	-6	-6	5	i
CN(C)CCCn1c(-c2ccccc2)nc(=S)c2c1CCCC2	4.5	13	-10	-4	9	-1	-7	12	i
COc1ccc(-c2coc3c(C(=O)Nc4cccc(NS(C)(=O)=O)c4)cccc23)c(C)c1	2.3	-1	17	3	-5	-6	6	20	i
CN(C1=NC(=O)C(CC(=O)Nc2ccc(Br)cc2)S1)c1ccc(O)cc1 (centres undefined)	0.5	-7	14	1	-11	-2	-15	4	i

Nine entries out of the list, sorted by length of the SMILES, lowest first.
SMILES	MsrA inhibitor	eLon inh	FAS-TE inh	Rin1-Abl PPI inh	MT1-MMP act inh	MsrA act	NRP1-CendR mod	SKN-1 inh	Neddylation inh
Fc1ccc(Oc2cnns2)cc1	1.7	-4	-7	-1	4	-2	-5	-4	i
Oc1ccc(Cl)cc1CNc1ccccn1	0.1	0	3	2	1	4	0	2	i
CC(C)(C)c1ccc2cccc(F)c2n1	0.0	-6	-17	2	3	-2	10	12	i
CN(C)CCCn1c(-c2ccccc2)nc(=S)c2c1CCCC2	4.5	13	-10	-4	9	-1	-7	12	i
Cc1nc2sc(C(c3ccc(F)cc3)N3CCOCC3)c(O)n2n1 (centres undefined)	1.2	7	-5	0	-9	-3	7	-3	i
NC(CSC1(c2ccccc2)c2ccccc2-c2ccccc21)C(=O)O (centres undefined)	-0.3	-13	7	5	2	-6	-6	5	i
O=C(N1CCN(Cc2ccccc2)CC1)C12CC3CC(CC(C3)C1)C2	1.8	2	-7	-2	-1	-6	6	-19	i
Cc1cc(C(=O)N/N=C2\CC(=O)CC(C)(C)C2)c(C)n1-c1ccccc1	-0.8	14	-1	-1	3	-11	6	-4	i
C#CCN(C[C@H]1[C@H](OC(=O)NCc2ccc(OC)c(OC)c2)[C@H](OC(=O)NCc2ccc(OC)c(OC)c2)C[C@H]2C(=O)N(c3ccccc3)C(=O)[C@@H]12)S(=O)(=O)c1ccc(C)cc1	0.2	0	71*	-4	-1	-4	0	9	i

The results go on:
SMILES	MsrA inhibitor	eLon inh	FAS-TE inh	Rin1-Abl PPI inh	MT1-MMP act inh	MsrA act	NRP1-CendR mod	SKN-1 inh	Neddylation inh
COc1ccccc1CNS(=O)(=O)c1cc(C(=O)NCc2ccccn2)c(Cl)cc1Cl	-0.5	10	0	2	7	-9	1	12	i
O=C(NCCc1ccccc1)C1CCN(C(=O)Nc2ccccc2)CC1	-0.8	-4	-3	-2	1	-2	1	-10	i
CCN(CC)C(=O)c1sc2c(c1C)c(=O)n(-c1ccc(C)c(C)c1)c(=O)n2CC(=O)NCC1CCCO1 (centres undefined)	1.1	8	-4	-3	-1	-4	-6	1	i
CC(Oc1ccc2c3c(c(=O)oc2c1)CCCC3)C(=O)NCCCn1ccnc1 (centres undefined)	0.5	3	-7	0	2	-2	9	-7	i
COCc1cccc(-c2csc(C(O)c3cccc(OC)c3)n2)c1 (centres undefined)	0.2	1	-1	1	-1	0	8	4	i
CC(C)(O)C#Cc1ccc(CN2CCN(Cc3ccsc3)C(CCO)C2)cc1 (centres undefined)	-0.4	-13	-4	2	-3	-3	16	-6	i
Cc1ccc(C(=O)Oc2coc(CSc3nnc(NC(=O)C4CC4)s3)cc2=O)cc1	-1.2	10	2	-1	5	-3	10	-5	i
Cn1c(=O)c2c(nc(SCCN3CCOCC3)n2C)n(C)c1=O	-0.5	0	-5	-3	-4	0	-10	0	i
O=C(Cc1c(Cl)cccc1Cl)OCC(=O)N1CCN(C(=O)c2ccco2)CC1	1.1	0	-5	-4	2	0	-24	-2	i
O=C(CSc1nnc(-c2ccco2)o1)Nc1c(F)cccc1F	0.4	-11	-7	2	-3	-3	1	0	i
CCn1c(-c2cccs2)nc2ccccc21	1.9	-5	-3	-5	0	3	6	24	·
